Screens from PubChem.
RmlCD inh 1536 = M. tuberculosis RmlC/RmlD coupled enzyme inhibitors, primary screen, biochemical, compound mixtures, 384-well, from 1536-well plates. dTDP-4-dehydrorhamnose reductase (Mycobacterium tuberculosis (strain ATCC 25618 / H37Rv)) …. RmlC+RmlD coupled enzyme assay, percent inhibition; primary screen in compound mixtures. inhibition, % at 3.6 µM. 160,000 compounds, 0.03% hits; in the data active = inhibition mostly above about 34%, no sharp cut-off; note: some results filed as inactive read as strong as hits
Target sequence (P9WH09 whole entry, looked up): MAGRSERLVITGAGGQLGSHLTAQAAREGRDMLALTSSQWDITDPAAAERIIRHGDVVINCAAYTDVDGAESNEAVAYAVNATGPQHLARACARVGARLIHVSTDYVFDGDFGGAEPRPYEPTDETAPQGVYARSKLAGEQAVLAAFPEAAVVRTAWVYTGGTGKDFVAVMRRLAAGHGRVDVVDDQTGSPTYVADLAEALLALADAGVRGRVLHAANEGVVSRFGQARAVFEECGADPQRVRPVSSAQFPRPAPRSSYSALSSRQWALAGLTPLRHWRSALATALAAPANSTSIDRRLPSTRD
Target sequence (P9WH11 whole entry, looked up): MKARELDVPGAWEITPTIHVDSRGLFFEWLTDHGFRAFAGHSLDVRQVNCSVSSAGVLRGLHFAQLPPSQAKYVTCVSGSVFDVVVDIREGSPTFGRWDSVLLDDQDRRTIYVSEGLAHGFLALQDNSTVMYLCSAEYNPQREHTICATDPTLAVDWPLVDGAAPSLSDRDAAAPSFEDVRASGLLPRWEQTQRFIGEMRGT
GlmU inhibition = inhibition of mycobacterial GlmU enzyme – biochemical, glucosamine-1-phosphate acetyltransferase (AID 1376). 220,000 compounds, 0.25% hits. one-dose inhibition, %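 (tested at 30 µM in the primary screen)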; IC50 in µM for titrated hits. Bifunctional protein GlmU (Mycobacterium tuberculosis (strain ATCC 25618 / H37Rv)). M. tuberculosis GlmU acetyltransferase enzyme assay; higher % means a stronger effect; in the data active = inhibition above about 13%;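 note: 0% = complete reaction with vehicle and 100% = reaction without substrate; strong numbers were not always called active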
The depositor's hits bear a star; / = not tested or not shown; & = joins results of further samples.

SMILES	RmlCD inh 1536	GlmU inhibition
NC(=O)c1ncc(C(F)(F)F)cc1Oc1cccc(C(F)(F)F)c1	/	0.1%
COC(=O)[C@@]1(Cc2ccc(OC)cc2)[C@@H]2C(=CC(=O)[C@H]2CC(=O)C(=O)N2CCCC2)CN1C(=O)c1ccccc1	/	0.7%
CCc1sc(C(=O)NCc2cc(C)n(C)n2)cc1Br	5	3.3%
O=C(O)c1cccnc1	/	4.5%
CC(C)(C)NNC(=S)Nc1cccc(C(F)(F)F)c1	-2	5.8%
N#Cc1c(N2C(=O)Nc3ccccc3N2O)sc2c1CCCC2	12	1.7%
O=C(c1cccc(S(=O)(=O)N2CCOCC2)c1)N1CCN(c2ccc(F)cc2)CC1	-4	-9.3%
COc1ccc(-c2cc3nc(C)c(CCC(=O)N4CCN(c5ccccn5)CC4)c(C)n3n2)c(OC)c1	5	-0.4%
CC1(c2ccccc2)NC(=O)N(CC(=O)NC(=O)NC2CCCC2)C1=O (stereo unspecified)	/	1.9%
CCC(Cc1ccccc1)NC(=O)CN1C(=O)CSc2ncccc21 (stereo unspecified)	6	-2.1%
COc1ccccc1N(C)S(=O)(=O)c1ccc(C(=O)NC(C)(C)C)cc1	7	/
Cc1c(N=Nc2ccc(O)cc2)c(=O)n(-c2ccccc2)n1C	/	-2.8%
CCN(CC)S(=O)(=O)c1cc(OC)c(C)cc1C	-9	-4.2%
COc1cc(C(=O)NCCc2ccc(S(N)(=O)=O)cc2)cc(OC)c1OC	11	1.4%
CSc1nc(NCc2ccco2)c2ccccc2n1	-12	-0.4%
COc1ccc(NCC(=O)N/N=C/C2CCCCC2)cc1	-8	-4.7%
COc1ccc(/C=N/Nc2ncnc(Cl)c2N)cc1OC	-7	2.9%
c1cncc(CNC2=NCCCCC2)c1	-5	0.9%
COc1ccc(Br)cc1C(=O)Nc1ccc(O)cc1	/	2.8%
CCc1cccc2c(=O)c(C(=O)N3CCCCCC3)c[nH]c12	/	-0.5%
Nc1nc(Sc2c([N+](=O)[O-])cc(C(F)(F)F)cc2[N+](=O)[O-])n[nH]1	-5	13%
Cc1cc(C)c(S(C)(=O)=O)c(Oc2ccc(C(C)(C)C)cc2)n1	2	/
NC(=O)NC(c1ccccc1)c1ccccc1F (stereo unspecified)	/	3.2%
COC(=O)c1oc2nc(C)cc(C)c2c1N	-2	6.3%
O=C(NC1CCN(Cc2ccccc2)CC1)C12CC3CC(CC(C3)C1)C2	-9	2.6%
Cc1ccc(C)c(NS(=O)(=O)c2c(C)ccc3nsnc23)c1	/	1.7%
CCOc1ccc(NC(=O)/C(C#N)=C/c2ccc(N3CCCC3)c(C)c2)cc1	-9	-0.1%
c1ccc2c(N3CCCCC3)nc(N3CCCC3)nc2c1	3	-5.3%&0.8%
Cc1ccc(Cn2c(NCCc3ccccc3)nc3c2c(=O)n(C)c(=O)n3C)cc1	-8	2.5%
CCC(=O)N(CC(=O)Nc1sc(C)c(C)c1C(N)=O)C1CCCCC1	12	-1.3%
CCOc1ccc(-c2nc(C#N)c(NC3CC3)o2)cc1	-1	2.0%
CC(C)(C)N=C1SCC(C)(/C=N/O)S1 (stereo unspecified)	/	-2.9%
CC(C)(C)NC(=O)CN(Cc1cccs1)C(=O)c1csnn1	3	-5.5%
COc1ccc(N(CC(=O)N2CCN(C)CC2)S(=O)(=O)c2ccccc2)cc1OC	/	-2.3%
CC1(C)COC2(OC1)C(=O)Nc1ccccc12	6	0.7%
Cc1cc(-c2nnc(CCC(=O)N(CC3CC3)CC3CCCO3)o2)no1 (stereo unspecified)	-8	0.3%
O=C(Nc1cccc2c1CCCC2)C1CCN(c2nnnn2-c2ccccc2)CC1	-5	7.7%
CN(c1c[nH]c(=O)[nH]c1=O)C1CCCCC1	5	6.2%
Nc1ccc2nc(CCCO)[nH]c2c1	4	-0.2%
COc1cccc(N(CC(=O)NC(C)(C)C)C(=O)C2CSC(=O)C2)c1 (stereo unspecified)	/	-0.3%
Cc1ccc(S(=O)(=O)c2c(C)cc(C)nc2N2CCCC2)cc1	-9	-3.8%
Cc1ccccc1NC(=O)C1c2cccc[n+]2CC(=O)N1c1c(C)cccc1C (stereo unspecified)	-1	-1.3%
COc1ccc(C)cc1NC(=O)CN1CCN(c2ccc(F)cc2)CC1	7	-3.8%
COc1cccc(C(=O)NCC(=O)N/N=C(C)\C=C\c2ccccc2)c1	4	-3.1%
O=C(c1cccc(-c2nnc(-c3ccccc3)o2)c1)N1CCCCC1	/	1.2%
COc1ccc(CC(=O)NNc2ncnc3c2cnn3-c2ccc(C)cc2)cc1	31	-0.4%
CN(C)CCNC(=O)Nc1ccc(F)cc1F	-11	-6.1%
COc1ccc(/C=N/NC(=O)c2ccccc2NC(=O)c2ccco2)c(OC)c1	-2	3.9%
CC(C)NC(=O)c1ccccc1NC(=O)c1ccccc1N(C)S(C)(=O)=O	-1	-5.4%
CC1=Nn2c(nnc2-c2ccccc2)SC1	/	3.8%
N#Cc1nc(-c2cccc3ccccc23)oc1NCC1CCCO1 (stereo unspecified)	/	2.9%
Cn1cc(CNCc2ccc(OC(F)(F)F)cc2)c(-c2ccc3c(c2)OCCO3)n1	3	0.5%
Cc1cc(C)c(C)c(C(=O)c2ccccc2C(=O)O)c1C	/	1.6%
COc1cc(NS(=O)(=O)c2ccc(C)cc2)c2ncccc2c1	/	6.1%
Cc1ccc2[nH]cc(CCNC(=O)CN3C(=O)c4ccccc4C3=O)c2c1	/	3.1%
O=C(NC(Cc1c[nH]c2ccccc12)C(=O)N/N=C/c1ccc(Cl)cc1)c1cccs1 (stereo unspecified)	-15	2.1%
CCOc1nc(C)ccc1-c1noc(CC)n1	/	-6.6%
CC(C)OC(=O)CC(=O)CSc1nc(-c2ccc(F)cc2)cc(-c2ccccc2)c1C#N	-10	0.5%
Cc1cccc(Cn2cc(SCC(=O)Nc3nccs3)c3ccccc32)c1	-8	-4.0%
CC(c1ccco1)N(C(=O)C12CC3CC(CC(C3)C1)C2)c1ccccn1 (stereo unspecified)	/	4.7%

Pulled by compound from the entries so far (two):
SMILES	RmlCD inh 1536	GlmU inhibition
CC(C)NC(=O)c1ccccc1NC(=O)c1ccccc1N(C)S(C)(=O)=O	-1	-5.4%
COc1ccc(C)cc1NC(=O)CN1CCN(c2ccc(F)cc2)CC1	7	-3.8%

Single records, as listed above. Values in the order: RmlCD inh 1536	GlmU inhibition
CCC(Cc1ccccc1)NC(=O)CN1C(=O)CSc2ncccc21 (stereo unspecified) across the screens: 6	-2.1%
CCN(CC)S(=O)(=O)c1cc(OC)c(C)cc1C across the screens: -9	-4.2%
CC(C)(C)NNC(=S)Nc1cccc(C(F)(F)F)c1 across the screens: -2	5.8%

(next part)
SMILES	RmlCD inh 1536	GlmU inhibition
COc1ccc(CCNC(=O)COc2ccc(S(=O)(=O)NC(C)C)cc2)cc1OC	/	-6.5%
CC1=NCCN1S(=O)(=O)c1ccccc1[N+](=O)[O-]	7	-2.3%
CN(C)CCN1C(=O)C(=O)/C(=C(/O)c2ccc(F)cc2)C1c1ccccc1F (stereo unspecified)	7	8.7%
Cc1cc(NC(=O)c2cccc([N+](=O)[O-])c2)no1	-5	-4.1%
CCOc1ncccc1C(=O)NCc1cccc(OC)c1	/	2.1%
CCOC(=O)c1c(-c2cccc(N)c2)cn2ccccc12	7	-3.8%
Cc1ccc(NC(=O)c2snc3ccc(Cl)cc23)cc1C	/	-0.8%
CCOC(=O)c1nnc(-c2ccccc2)nc1Sc1ccccc1Cl	/	1.4%
COc1cc(CC(=O)O)c([N+](=O)[O-])cc1OC	-7	1.9%
COC(=O)c1ccc(C2/C(=C(\O)c3ccc(OC)c(C)c3)C(=O)C(=O)N2c2cc(C)on2)cc1 (stereo unspecified)	/	-0.3%
Cc1cc(C)c(NC(=O)COC(=O)/C=C/c2cccs2)c(C)c1	/	0.0%
COC(=O)c1cc(=O)n(Cc2ccc(F)cc2)c(=Nc2ccccc2)s1	-11	2.8%
COc1ccc(C(=O)/C=C/c2ccc(N3CCCCC3)c([N+](=O)[O-])c2)c(OC)c1	-5	-0.2%
Cc1cc(N2CCCC2=O)c(N)cc1N	13	1.1%
Cc1ccc(S(=O)(=O)N(Cc2ccccc2)Cc2ccco2)cc1	/	7.0%
COc1ccc(CCNc2ccc(N3C(=O)CC(C)C3=O)cc2[N+](=O)[O-])cc1OC (stereo unspecified)	-12	-2.6%
CCCN(CC(=O)Nc1ccc(Cl)cc1Cl)C(=O)/C=C/c1cccc([N+](=O)[O-])c1	9	-4.7%
COCCCNC(=O)C1CCN(c2nc(C)cc(C)n2)CC1	-8	2.2%
O=C1CC(c2ccccc2)CC(O)=C1C=NCc1ccccc1 (stereo unspecified)	/	8.0%
CN(Cc1ccon1)C(=O)CC1C(=O)NCCN1CC(C)(C)C (stereo unspecified)	-6	-0.9%

In a second layout: entries from further up.
compound,RmlCD inh 1536,GlmU inhibition
COc1cc(CC(=O)O)c([N+](=O)[O-])cc1OC,-7,1.9%
COC(=O)c1ccc(C2/C(=C(\O)c3ccc(OC)c(C)c3)C(=O)C(=O)N2c2cc(C)on2)cc1 (stereo unspecified),/,-0.3%
Cc1cc(C)c(NC(=O)COC(=O)/C=C/c2cccs2)c(C)c1,/,0.0%
COC(=O)c1cc(=O)n(Cc2ccc(F)cc2)c(=Nc2ccccc2)s1,-11,2.8%

(list continues)
SMILES	RmlCD inh 1536	GlmU inhibition
O=C(O)CCC(=O)Nc1ccccc1N1CCOCC1	/	2.6%
OCc1ncc(-c2ccccc2)s1	36	4.9%
Cc1cc(OC(=O)CCNC(=O)OC(C)(C)C)c2c3c(c(=O)oc2c1)CCC3	9	15%
CCN(CC)S(=O)(=O)c1cccc(-c2nnc(SCCOc3ccc(Cl)cc3)o2)c1	/	6.6%
O=C(COC(=O)c1ccc(Br)o1)Nc1ccc(S(=O)(=O)N2CCCC2)cc1	/	-5.8%
CCN(CC)C(=O)C(=O)c1c(-c2ccccc2)[nH]c2ccccc12	-3	4.5%
Cc1ccc(Nc2c(-c3ccco3)nc3nc(C)cc(C)n23)cc1	-7	-2.3%
CCN1CCc2c(sc(NC(=O)c3ccc(S(=O)(=O)N4CCOCC4)cc3)c2C(N)=O)C1	6	-0.5%
Cc1ccc(C(=O)NC(=S)Nc2cccc(NC(=O)c3ccccc3)c2)cc1[N+](=O)[O-]	7	-0.2%
CCOC(=O)C1=C(CC)Nc2ccccc2N=C1NC(=O)CCNC(C)=O	4	-7.0%
O=C(CN1CCCCCC1)N/N=C/c1cccs1	3	0.9%
CCNc1nc(Oc2ccccc2)nc(OC(C)C(=O)OCC)n1 (stereo unspecified)	-3	-0.3%
CC(C)NC(=O)Nc1ccc(Br)cc1Cl	12	-0.7%
Cn1cnc(S(=O)(=O)Nc2ccc(C(F)(F)F)cc2)c1	-2	-0.9%
COc1ccc(CC(=O)Nc2ccc(-c3csc(C)n3)cc2)cc1	/	-0.9%
O=C(CCS(=O)(=O)c1ccccc1)Nc1ccc(N2CCOCC2)cc1	7	-1.3%
O=C1c2ccc(-c3ccc4c(c3)C(=O)N(CCO)C4=O)cc2C(=O)N1CCO	8	-2.6%
Cc1ccc(CN2C(=O)CCC2C(=O)NCc2ccc3c(c2)OCO3)cc1 (stereo unspecified)	4	4.8%
CC(=O)NS(=O)(=O)c1ccc(NC(=O)NC2CCCCC2)cc1	/	0.0%
Cc1ccc(C(=O)COC(=O)c2cc(=O)[nH]c3ccccc23)cc1C	15	12%

As entered above.
COC(=O)c1cc(=O)n(Cc2ccc(F)cc2)c(=Nc2ccccc2)s1 – GlmU inhibition = 2.8%
Cc1ccc(C)c(NS(=O)(=O)c2c(C)ccc3nsnc23)c1 – GlmU inhibition = 1.7%

Next part
SMILES	RmlCD inh 1536	GlmU inhibition
O=C(NC1CCCC1)C(c1ccccc1F)N(C(=O)c1ccco1)C1CCCC1 (stereo unspecified)	7	1.1%
COC(=O)c1ccc(NC(=O)CSc2nnc(C(C)NC(=O)c3ccccc3Cl)n2C)cc1 (stereo unspecified)	4	1.8%
CCN1CC=C2C(C#N)=C(N)C(C#N)(C#N)[C@H](c3ccoc3)[C@H]2C1	9	7.7%
CC(=O)Oc1ccccc1C(=O)Nc1ncc([N+](=O)[O-])s1	-8	6.8%
CCOC(=O)c1c(Nc2ccc(Cl)cc2)sc(/C=C2\C=Nc3ccccc32)c1O	4	-1.5%
CSc1nc(-c2ccccc2)cc(C)c1C#N	-3	2.8%
Cn1nc(C(=O)NCc2cccnc2)c2ccccc2c1=O	-9	-1.1%
CCOc1ccc(N2C(=O)CC(SC(=NC)Nc3ccc(F)cc3)C2=O)cc1 (stereo unspecified)	/	5.8%
Cc1cc(C(=O)CN2C(=O)NC3(CCCc4sccc43)C2=O)c(C)n1-c1ccccc1 (stereo unspecified)	/	6.7%
N#Cc1ccc(NC(=O)c2cc(-c3cccs3)on2)cc1	-3	0.7%
CC(=O)N1CCN(CC(=O)Nc2ccccc2Sc2ccc(Cl)cc2)CC1	/	1.7%
Fc1ccc2[nH]c3c(N4CCN(c5ccccc5)CC4)ncnc3c2c1	/	-3.4%
O=C(NCc1cccs1)C1CCCN(c2nc3ccccc3o2)C1 (stereo unspecified)	/	1.3%
C=CCNc1nc(-c2ccccn2)nnc1-c1ccccc1	4	-0.6%
Cc1nc(NC(=O)COC(=O)CCc2nc3ccccc3s2)c(Cl)cc1Cl	2	-0.7%
CC1(C)CC(=O)C=C(Nc2ccccc2O)C1	-4	1.6%
O=[N+]([O-])c1ccc(S(=O)(=O)N2CCN(Cc3c[nH]c4ccccc34)CC2)cc1	0	2.7%
O=C(c1cccs1)n1nc(-c2ccco2)nc1SCc1ccccc1	-3	1.6%
CCCCCOC(=O)Cn1c(N2CCOCC2)nc2c1c(=O)[nH]c(=O)n2C	-3	-1.5%
COCC(=O)Nc1nc(-c2ccccc2)ns1	/	0.1%
COc1cccc(NC(=O)NC2CCCc3ccccc32)c1 (stereo unspecified)	/	-1.0%

This is a subset; rates above refer to the full screens.
